# From PubChem
# Statin myotox sup: protects C2C12 myotubes from simvastatin toxicity; 0.78% of 330,000 active; ATP luminescence, 48 h; scaled: DMSO 0, geranylgeraniol control 100; AID 602340; rescue of ATP level, % at 7.49 µM;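 active = mean ATP rescue above about 67%, or every replicate alone reaching that limit, limit read from the data, passing the limit was not always enough; inconclusive = no clear call, values can overlap the other calls; inactive = mean under the limit and some replicate under it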;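 note: myotubes were challenged with 10 µM simvastatin during compound exposure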
# ERp5 inh: ERp5 (human) disulfide isomerase inhibition; ERp5 insulin aggregation, absorbance 650 nm, 90 min; inhibition, % at 9.99 µM; AID 651711; Q15084; 0.05% of 350,000 active;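 active = mean replicate inhibition above about 25%, with every replicate also reaching it, limit read from the data, passing the limit was not always enough; inconclusive = only one of those two criteria met; inactive = neither criterion met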
# Target sequence (Q15084 whole entry, looked up): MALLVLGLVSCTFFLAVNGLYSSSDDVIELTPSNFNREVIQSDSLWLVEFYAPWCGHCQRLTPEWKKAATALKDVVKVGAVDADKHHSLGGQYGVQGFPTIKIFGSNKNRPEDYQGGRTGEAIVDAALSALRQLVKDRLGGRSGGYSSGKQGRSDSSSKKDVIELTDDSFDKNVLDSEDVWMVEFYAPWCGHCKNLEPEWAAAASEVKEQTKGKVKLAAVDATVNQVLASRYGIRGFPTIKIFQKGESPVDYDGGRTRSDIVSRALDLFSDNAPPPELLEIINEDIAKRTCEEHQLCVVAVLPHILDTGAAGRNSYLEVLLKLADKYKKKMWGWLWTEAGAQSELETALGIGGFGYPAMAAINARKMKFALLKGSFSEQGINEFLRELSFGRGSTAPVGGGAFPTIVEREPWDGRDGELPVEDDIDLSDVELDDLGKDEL
# ARNT-TACC3 inh: disruptors of human ARNT/TACC3 interaction; AlphaScreen His-ARNT PAS-B/GST-TACC3 binding, luminescence; TACC3 fragment carries E629A point mutation; Q9Y6A5; AID 623870; inhibition, % at 9.99 µM; 0.66% of 390,000 active;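 active = mean inhibition of replicates at least 50% and at least half of replicates each reaching 50%; inconclusive = half or more replicates reach 50% but mean below 50%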;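 note: 0% = complete ARNT plus TACC3 wells and 100% = ARNT alone without TACC3; many hits fall short of the cut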
# miR-122 sensor: blocks miR-122 activity in Huh7 sensor cells. Huh7 miR-122 Renilla luciferase sensor, 48 h; neutral wells = 0, positive control = 100. activation (reporter increase), % at 12.5 µM. 0.3% of 340,000 active. AID 602342;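 active = mean replicate activation score at least 90 and every replicate individually at or above 90; inconclusive = only one of the two criteria met; inactive = neither criterion met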;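 note: higher luciferase means less miR-122 activity so hits act as miR-122 inhibitors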
# SIRT5 inh: inhibitors of human sirtuin-5 desuccinylase | Purified SirT5, succinyl-peptide AMC, trypsin-coupled fluorescence | Q9NXA8 | inhibition, % at 15 µM | 1.1% of 330,000 active | AID 652115; in the data active = inhibition above about 15%; inconclusive = no clear call, values can overlap the other calls
# Target sequence (Q9NXA8 whole entry, looked up): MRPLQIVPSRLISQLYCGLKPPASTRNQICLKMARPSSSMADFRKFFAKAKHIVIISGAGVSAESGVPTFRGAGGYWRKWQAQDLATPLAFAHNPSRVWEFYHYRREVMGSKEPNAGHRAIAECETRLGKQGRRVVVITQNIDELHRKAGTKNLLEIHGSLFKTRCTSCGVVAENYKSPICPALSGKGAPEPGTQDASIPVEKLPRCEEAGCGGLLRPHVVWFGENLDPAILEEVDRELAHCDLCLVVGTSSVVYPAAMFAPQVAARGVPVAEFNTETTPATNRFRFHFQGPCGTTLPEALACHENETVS
# esBAF inh: inhibitors of esBAF chromatin remodeling in mouse ES cells. Bmi1-luciferase knock-in reporter, 24 h; 100% = twice the neutral-well signal. AID 602393. reporter increase, % at 12.5 µM. 2% of 350,000 active; in the data active = activation above about 40%; inconclusive = no clear call, values can overlap the other calls;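 note: 0% = median of the plate's neutral control wells and 100% = double that signal; a rise in the Bmi1 reporter signal indicates esBAF inhibition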
# Cneo AK release: causes C. neoformans cell lysis | 0.2% of 360,000 active | lysis activity, % at 15 µM | AID 651654 | adenylate kinase release luminescence, 4 h; normalised: neutral wells 0, clomiphene wells 100;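 active = mean lysis activity across replicates of at least 80%, whatever share of replicates individually reach that level; inactive = mean lysis activity below 80%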
#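 Assay system: Cryptococcus neoformans yeast cells / Dosing: single-point compound dose / Timing: 4 h at 37 °C static, read 1 h later / Measured by: luminescence of released adenylate kinase using an AK detection reagent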
# * = called active by the depositor; ? = inconclusive; / = no result given; [ ] = dose if it differs, or a comment. Random draw from the library, and some 4% of all compounds hit somewhere here.
1: C[C@@H]1CN([C@@H](C)CO)C(=O)Cc2cc(NC(=O)Cc3cn(C)c4ccccc34)ccc2O[C@H]1CN(C)Cc1ccc(C(F)(F)F)cc1
2: O=C1C2CC=CCC2C(=O)N1CNc1ccccc1 (configuration not stated)
3: N[C@H]1CC[C@H](CCn2cc(-c3cccc(F)c3)nn2)O[C@@H]1CO
4: COc1cccc(C#Cc2ccc3c(c2)O[C@@H](CN(C)S(=O)(=O)c2ccccc2F)[C@H](C)CN([C@@H](C)CO)S3(=O)=O)c1
5: O=C(COC(=O)c1ccc(F)c(S(=O)(=O)N2CCOCC2)c1)NCc1ccccc1
6: O=C1[C@H]2[C@@H](/C=C/c3ccccc3)N3C(=O)CN(CC4CC4)C(=O)[C@@]3(Cc3ccccc3)[C@H]2C(=O)N1c1ccccc1
Compound	1	2	3	4	5	6
Statin myotox sup	104*	/	13	-42	-6	4
ERp5 inh	6	/	6	0	-5	0
ARNT-TACC3 inh	9	-14	7	-11	-2	-4
miR-122 sensor	-23[16.7 µM]	-1	/	-5[16.7 µM]	0	-4
SIRT5 inh	2	/	2	0	0	/
esBAF inh	5	-6	6	1	-3	7
Cneo AK release	3	-8	25	2	-1	-1

7: CC(=O)N/C(N)=N/c1nc(=O)c2ccccc2s1
8: C[C@H](CO)N1C[C@H](C)[C@H](CN(C)C)Oc2ccc(NC(=O)CCC(F)(F)F)cc2CC1=O
9: CC(C)(C)c1ccccc1OCC(O)CN1CCN(c2ccccn2)CC1 (configuration not stated)
10: O=C(CCn1c(=S)[nH]c2ccccc2c1=O)N1CCCCC1
11: CC(=O)N(Cc1cc(=O)[nH]c2ccccc12)c1ccccc1C
12: CSc1nc2nc(-c3cccc(C(F)(F)F)c3)ccn2n1
Compound	7	8	9	10	11	12
Statin myotox sup	/	-9	0	-3	4	-3
ERp5 inh	5	-7	0	6	2	-1
ARNT-TACC3 inh	5	-5	6	0	-3	4
miR-122 sensor	/	7[16.7 µM]	-3	/	1	-9
SIRT5 inh	-2	0	2	-1	-2	-3
esBAF inh	/	5	-7	6	24	0
Cneo AK release	/	-2	0	1	-4	-2

# Rewritten tab-delimited: four of the compounds above
no.	Structure	Statin myotox sup	ERp5 inh	ARNT-TACC3 inh	miR-122 sensor	SIRT5 inh	esBAF inh	Cneo AK release
7	CC(=O)N/C(N)=N/c1nc(=O)c2ccccc2s1	/	5	5	/	-2	/	/
9	CC(C)(C)c1ccccc1OCC(O)CN1CCN(c2ccccn2)CC1 (configuration not stated)	0	0	6	-3	2	-7	0
12	CSc1nc2nc(-c3cccc(C(F)(F)F)c3)ccn2n1	-3	-1	4	-9	-3	0	-2
10	O=C(CCn1c(=S)[nH]c2ccccc2c1=O)N1CCCCC1	-3	6	0	/	-1	6	1

# (list continues)
13: CC(=O)CSc1nnc(CN2C(=O)CSc3ccc(C(F)(F)F)cc32)n1C
14: Cc1ccc(C2=NS(=O)(=O)N(C)C(C(=O)Nc3cc(C)n(CC(=O)N4CCCCC4)n3)=C2)cc1
15: CC(C)NC(=O)N(C)C[C@@H]1OCCCC[C@H](C)Oc2ccc(NC(=O)Cc3ccccc3)cc2C(=O)N([C@@H](C)CO)C[C@H]1C
16: COc1cc(/C=C/C(=O)O)cc(S(=O)(=O)Nc2ccc3c(c2)CCC3)c1OC
17: CC(C)NC(=O)CC(=O)N/N=C/c1ccc(F)cc1
18: CCCNC(=O)C[C@H]1C[C@H]2c3cc(NC(=O)Nc4ccccc4)ccc3O[C@H]2[C@H](CO)O1
Compound	13	14	15	16	17	18
Statin myotox sup	/	9	/	-2	6	1
ERp5 inh	1	-4	-4	1	/	/
ARNT-TACC3 inh	-2	-5	-8	-3	9	-10
miR-122 sensor	/	-1	3[16.7 µM]	-6	-6	2[16.7 µM]
SIRT5 inh	-4	2	3	0	/	/
esBAF inh	/	-1	/	-4	-5	5
Cneo AK release	/	0	1	1	1	-3

19: COc1ccccc1C#Cc1ccc2c(c1)[C@@H]1[C@@H](CCN1C(C)=O)[C@@H](CO)N2C
20: CCc1nc2c(c(SC)nn2-c2ccccc2)c(N)c1C(=O)OC
21: O=C(/C=C/c1cccs1)N1CCC2(CC1)Oc1ccc(Cl)cc1C(=O)C21CC(c2cccnc2)=NO1 (configuration not stated)
22: CC(C)c1c(C(=O)N/N=C/c2ccco2)nnn1-c1nonc1N
23: COc1ccc(CC2(CO)CCN(C(C)Cc3ccc(Cl)cc3)CC2)cc1 (configuration not stated)
24: Cc1cc(Br)ccc1NC(=O)CNC(=O)c1cnn(C)c1
Compound	19	20	21	22	23	24
Statin myotox sup	4	7	-20	4	/	5
ERp5 inh	1	/	4	0	-1	-2
ARNT-TACC3 inh	-2	-6	-4	-11	0	3
miR-122 sensor	-3[16.7 µM]	-2	8	14	/	6
SIRT5 inh	-1	/	-6	1	-2	-6
esBAF inh	15	-6	2	-8	/	-12
Cneo AK release	5	0	2	1	/	0

25: COc1ccccc1NC(=S)NC1CCCCCC1
26: Cc1ccc(NS(=O)(=O)c2cccc3cccnc23)cc1Cl
27: Cn1c(=O)nc2n(Cc3ccccc3)c3ccccc3cc-2c1=O
28: Cc1nc(SCC(=O)Nc2ccc3c(c2)OCCO3)c2oc3ccccc3c2n1
29: Cc1ccc(-c2nc3ccccc3o2)cc1NC(=S)NC(=O)c1cc2ccccc2o1
30: Brc1ccccc1-n1nnc(-c2cnc3ccccc3c2)n1
Compound	25	26	27	28	29	30
Statin myotox sup	/	22	/	-19	/	-14
ERp5 inh	7	-1	2	/	3	8
ARNT-TACC3 inh	4	-6	-5	2	-12	9
miR-122 sensor	51	77	/	-5	/	/
SIRT5 inh	2	-4	0	/	-5	2
esBAF inh	/	1	/	-3	/	?
Cneo AK release	14	2	/	/	/	-9

31: Cc1cc(-c2ccc(C(C)C)c(S(=O)(=O)N3CCC(C)CC3)c2)on1
32: CN1CCN(S(=O)(=O)c2cccc(S(=O)(=O)c3ccc(Cl)cc3)c2)CC1
33: CN(C)CC#Cc1ccc([C@H]2[C@@H](CO)N3CCCCN(C(=O)CN(C)C)C[C@@H]23)cc1
34: COCC(=O)N1[C@@H]2Cn3c(ccc(/C=C/c4ccccc4)c3=O)[C@H]1[C@@H](C(=O)N1CCCCC1)[C@@H]2CO
35: CC(C)(C)OC(=O)N1CCN(C(=O)Cn2cc(CCO)nn2)CC1
36: CCNc1nc(NC(C)C)nc(SCCOc2ccc(C)cc2)n1
Compound	31	32	33	34	35	36
Statin myotox sup	1	11	2	-7	-13	/
ERp5 inh	4	/	9	-2	5	/
ARNT-TACC3 inh	-32	1	/	-4	1	-3
miR-122 sensor	13	0	1[16.7 µM]	-3[16.7 µM]	/	-5
SIRT5 inh	-2	/	2	-118	/	/
esBAF inh	-2	-9	-10	0	-5	6
Cneo AK release	3	-1	-2	7	-6	-3

37: CCS(=O)(=O)Nc1ccc2c(c1)C(=O)N(C)[C@@H]1CC[C@H](CC(=O)NCCOC)O[C@@H]1CO2
38: CC(C(=O)Nc1cccc([N+](=O)[O-])c1)N(c1ccccc1)S(C)(=O)=O (configuration not stated)
39: C[C@@H]1CCCCO[C@H](CN(C)Cc2ccncc2)[C@H](C)CN([C@@H](C)CO)C(=O)c2cc(NC(=O)c3ccccc3)ccc2O1
40: CCn1c(SCC(=O)c2ccc(F)cc2)nnc1-c1ccoc1C
41: CO[C@@H]1CN(C)C(=O)c2ccc(NS(=O)(=O)c3cn(C)cn3)cc2OC[C@H](C)N(CCC(F)(F)F)C[C@@H]1C
42: CCCCCC(O)(c1ccc(OCC)cc1)C(CN1CCOCC1)c1ccccc1 (configuration not stated)
Compound	37	38	39	40	41	42
Statin myotox sup	3	/	-48	8	-1	-9
ERp5 inh	-2	6	1	/	3	3
ARNT-TACC3 inh	1	16	2	-8	-7	-3
miR-122 sensor	/	/	68[16.7 µM]	7	/	/
SIRT5 inh	-1	-7	0	/	0	5
esBAF inh	0	/	-17	21	-2	2
Cneo AK release	5	/	-1	4	-7	11

43: O=C(COc1ccc2ccc(=O)oc2c1)N1CCc2ccccc21
44: Cc1nc(SCC(=O)NC(C)(C)C)c2c(-c3cccs3)csc2n1
45: COc1ccc([N+](=O)[O-])cc1NC(=O)C(C)OC(=O)C1CCC1 (configuration not stated)
46: COc1ccccc1N1CCN(C2CCCN(C(=O)c3csc(C)n3)C2)CC1 (configuration not stated)
47: COc1ccc(CC(=O)N2CCNC2=O)cc1
48: C[C@H](CO)N1C[C@H](C)[C@@H](CN(C)C)Oc2cc(C#Cc3ccccc3)ccc2S1(=O)=O
Compound	43	44	45	46	47	48
Statin myotox sup	/	/	-1	-3	-2	-4
ERp5 inh	-3	-3	-1	-6	/	12
ARNT-TACC3 inh	0	3	4	-4	-4	8
miR-122 sensor	/	/	2	7	-1	3[16.7 µM]
SIRT5 inh	-4	-8	4	9	/	-1
esBAF inh	/	/	-1	-1	4	-4
Cneo AK release	/	/	/	-1	2	1

49: C[C@@H]1CN([C@H](C)CO)C(=O)c2cc(NC(=O)Cc3ccccc3)ccc2O[C@H]1CN(C)Cc1ccc2c(c1)OCO2
50: C=CCNc1cc(F)ccc1S(=O)(=O)NCC=C
51: CN(Cc1cnccn1)C(=O)CC1C(=O)NCCN1CC(c1ccccc1)c1ccccc1 (configuration not stated)
52: O=C(COC(=O)/C=C/c1ccc(Cl)cc1Cl)Nc1ccc2c(c1)OCCO2
53: O=S(=O)(O)c1cccc(N=Nc2c(O)ccc3ccccc23)c1
54: CC(C)(C)OC(=O)N(CCc1ccccc1)Cc1cccc(OCc2cccc(NC(=O)C3CCC3)c2)c1
Compound	49	50	51	52	53	54
Statin myotox sup	11	-11	8	0	/	-9
ERp5 inh	0	7	0	2	2	-4
ARNT-TACC3 inh	-6	-1	13	3	-3	-7
miR-122 sensor	3[16.7 µM]	96*	-2	-6	-9	-3
SIRT5 inh	0	3	-3	2	3	/
esBAF inh	0	-9	-1	-3	/	0
Cneo AK release	-2	8	4	0	-9	5

55: C[C@H]1CN([C@@H](C)CO)S(=O)(=O)c2ccc(/C=C/c3ccccc3)cc2O[C@H]1CN(C)C(=O)CN1CCOCC1
56: O=C(NCCc1ccc(F)cc1)c1ccc([N+](=O)[O-])cc1
57: Cc1cc(C)c(S(C)(=O)=O)c(Oc2cccc(Cl)c2)n1
58: Cc1noc(C)c1NC(=O)Nc1ccc2c(c1)CC(=O)N([C@H](C)CO)C[C@@H](C)[C@@H](CN(C)C(=O)NC1CCCCC1)O2
59: CC(Sc1nc(C(F)(F)F)nc2ccccc12)C(=O)NC1CCCC1 (configuration not stated)
60: CO[C@@H]1CN(C)C(=O)c2cc(NC(=O)Nc3ccc(Cl)cc3)ccc2OC[C@H](C)N(C)C[C@@H]1C
Compound	55	56	57	58	59	60
Statin myotox sup	13	-2	19	5	25	-9
ERp5 inh	/	1	/	/	-1	-2
ARNT-TACC3 inh	/	-6	-7	1	2	2
miR-122 sensor	-5[16.7 µM]	1	-1	8[16.7 µM]	0	/
SIRT5 inh	/	-3	/	/	1	-5
esBAF inh	0	38	-5	0	-1	-1
Cneo AK release	/	0	0	-3	-1	-7

61: C[C@H]1CN([C@@H](C)CO)C(=O)c2cccc(NC(=O)Nc3ccc(F)cc3)c2O[C@@H]1CN(C)S(=O)(=O)c1ccccc1
62: C[C@@H]1CN([C@H](C)CO)C(=O)c2cc(-c3ccncc3)cnc2O[C@@H]1CN(C)S(=O)(=O)c1ccc(F)cc1
63: O[C@H]1C[C@H](c2ccccc2)N(Cc2cccs2)C[C@@H]1n1cc(-c2ccc(F)cc2)nn1
64: COc1ccccc1N1CCN(C(=O)c2ccc3c(=O)n4c(nc3c2)CCCCC4)CC1
65: Cc1nc(CC(=O)N2CCN(S(=O)(=O)c3ccccc3C#N)CC2)cs1
Compound	61	62	63	64	65
Statin myotox sup	-31	6	29	-8	-14
ERp5 inh	-3	5	1	2	/
ARNT-TACC3 inh	-12	0	/	9	-1
miR-122 sensor	5[16.7 µM]	5[16.7 µM]	-5	1	5
SIRT5 inh	-5	-4	16*	-2	/
esBAF inh	4	2	-2	13	2
Cneo AK release	-1	-3	5	-1	0
